HT1080 IDH1KD tx: kills HT-1080 cells with IDH1 knockdown. HT-1080 IDH1 knockdown viability, ATP luminescence, 48 h. Potency, µM (highest dose often 46.1 µM), for inactives: at the top dose activity, negative = toxicity, most hits filed as cytotoxic. 360,000 compounds, 2% hits. AID 686971;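 note: potency is the fitted concentration of half-maximal effect; 0% = DMSO wells and -100% = cell-free medium wells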
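% activity derives from luminescence (CellTiter-Glo), normalised to DMSO and no-cell wells. HT-1080-IDH1KD cells, 750/well, had 48 h compound exposure at 37 °C.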
KB-V1 MDR tox: KB-V1 MDR subline cytotoxicity | KB-V1 MDR cells viability, CellTiter-Glo, 72 h | Potency, µM (series often up to 46.1 µM), for the others: at the highest dose activity change, negative = cytotoxicity, usual class: cytotoxic | 400,000 compounds, 3.4% hits; note: potency is the fitted concentration of half-maximal effect; % is set by controls: 0 for no effect and ±100 for the full control effect; nearly all actives have a fitted effect of over 60% in size
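Cytotoxicity toward P-gp-expressing KB-V1 cells was determined as loss of CellTiter-Glo luminescence after 72 h at 37 degrees C. Compounds were tested in quantitative HTS format across a concentration range, with curves fitted to normalized data.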
IL1B secr inh: inflammasome signaling inhibition, IL-1 beta readout. THP-1 LPS/ATP IL-1B secretion, AlphaLISA, 16 h; active compounds read low. activity change, % at 57.5 µM. 360,000 compounds, 4.7% hits. AID 743279; in the data active = activity change below about -50%; inconclusive = mostly about -30% to -49%; note: % is set by controls: 0 for no effect and ±100 for the full control effect
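THP-1 cells pretreated 1 hr with compounds (up to 57.5 uM final), then stimulated with LPS (250 ng/mL final) plus ATP (1.25 mM final); secreted IL-1B measured by AlphaLISA after 16 hr, decreased signal indicating inhibition.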
SW480 rerep: inducers of DNA re-replication in SW480 colon cancer cells; SW480 DNA re-replication, Hoechst DNA content imaging, 48 h; Potency, µM (series often up to 46.1 µM), without a hit: at the highest dose re-replication activation, actives largely listed as activators; 340,000 compounds, 1.8% hits; AID 624297; note: potency is the fitted concentration of half-maximal effect; % of control where 0% means no effect; nearly all actives have a fitted effect of over 55% in size
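Hoechst fluorescence of nuclei (405 nm excitation, 500-530 nm emission) measured by plate-scanning imager after 48 hr compound exposure at 37 C; re-replication scored as increased number of nuclei with elevated intensity.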
HT1080-NT tox: kills 2HG-producing HT-1080-NT fibrosarcoma cells; HT-1080-NT fibrosarcoma viability, CellTiter-Glo ATP luminescence, 48 h; Potency, µM (top dose mostly 46.1 µM), inactives show top-dose activity, negative = less viability, hits mostly cytotoxic; 360,000 compounds, 1.6% hits; AID 686970;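 note: NT is the 2HG producing partner of a matched IDH1 knockdown line; potency is the fitted concentration of half-maximal effect; 0% = DMSO-treated cells and -100% = media-only wells without cells; nearly all actives have a fitted effect of over 55% in size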
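HT-1080-NT; 750 cells/well; 5% FBS RPMI; 48 h compound, 37 degrees C; CellTiter-Glo luminescence; curve fitting and curve-class assignment.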
MCF10A rerep: DNA re-replication induction in MCF 10a cells. MCF 10A DNA re-replication, Hoechst nuclear intensity, 48 h. AID 624296. 350,000 compounds, 2.9% hits. Potency, µM (highest dose often 46.1 µM), without a hit: top-dose activity, positive = re-replication, hits mostly activators; note: potency is the fitted concentration of half-maximal effect; % of control where 0% means no effect; nearly all actives have a fitted effect of over 50% in size
KB-3-1 tox: kills parental KB-3-1 adenocarcinoma cells; KB-3-1 viability, CellTiter-Glo ATP luminescence, 72 h; Potency, µM (highest dose often 46.1 µM), inactives show at the top dose activity change, negative = cytotoxic, most hits filed as cytotoxic; 400,000 compounds, 1.4% hits; AID 1347075; note: potency is the fitted concentration of half-maximal effect; % is set by controls: 0 for no effect and ±100 for the full control effect; nearly all actives have a fitted effect of over 60% in size
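Cytotoxicity in the drug-sensitive parental line KB-3-1 was scored as loss of CellTiter-Glo luminescence following 72 h incubation with compound. Values come from curve fitting of normalized concentration-response data.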
ATXN2 expr inh: ATXN2 expression inhibition. HEK-293 ATXN2-luciferase reporter, luminescence, 24 h. Potency, µM (top dose mostly 57 µM), without a hit: at the top dose activity change, negative = inhibition, usual class: inhibitors. 360,000 compounds, 0.72% hits; note: potency is the fitted concentration of half-maximal effect; % is set by controls: 0 for no effect and ±100 for the full control effect; nearly all actives have a fitted effect of over 55% in size
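ATXN2-luciferase reporter cells (luciferase flanked by upstream and downstream ATXN2 gene portions) were treated 24 h at 37 °C with compounds at up to 57 uM. SteadyGlo luminescence gave expression; GF-AFC fluorescence gave viability.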
WRN helicase inh: blocks human WRN helicase | Q14191 | WRN helicase unwinding, fluorescent forked duplex, kinetic | Potency, µM (top dose mostly 114 µM), for inactives: top-dose activity change, negative = inhibition, usual class: inhibitors | 360,000 compounds, 0.46% hits; note: potency is the fitted concentration of half-maximal effect; % is set by controls: 0 for no effect and ±100 for the full control effect; nearly all actives have a fitted effect of over 55% in size
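Screening of the MLSMR collection measured strand separation of a quenched forked DNA duplex (100 nM) by 20 nM WRN with 2 mM ATP, all final. Compounds were preincubated with enzyme 15 min at room temperature.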
The depositor's hits bear a star; ? = inconclusive; / = no result given; & = joins results of further samples; [ ] = remark or other dose. Unless noted, calls come from the whole dose curve; as a rule, active = well fitted curve in the direction sought with a large enough effect; inconclusive = small, poorly fitted or top-dose-only effect, or another doubt; inactive = no such curve, though single readings can be large; an effect the other way counts as inactive or inconclusive. An unsorted share of the library (roughly 12% active in at least one column).

SMILES	HT1080 IDH1KD tx	KB-V1 MDR tox	IL1B secr inh	SW480 rerep	HT1080-NT tox	MCF10A rerep	KB-3-1 tox	ATXN2 expr inh	WRN helicase inh
COc1ccc(-c2noc(CCC(=O)Nc3ccc4c(c3)OCCO4)n2)cc1	-22.2%	-3.1%	-2.0	-4.9%	-24.7%	4.4%	-6.9%	16.9%	-6.4%
CC(C)(C)c1ccc(/C=N/NC(=O)c2ccccn2)cc1	-14.8%	?	?	-5.3%	-11.4%	-1.5%	19.7%	?	-23.7%
CCCOc1ccc(C(=O)Nc2ccc(S(=O)(=O)NC3=NCCCCC3)cc2)cc1	-24.5%	-21.0%	-5.7	0.8%	-16.9%	20.8%	-17.5%	-21.0%	-11.3%
CCc1ccccc1NC(=O)CN1CCN(CC(=O)Nc2ccc(-c3ccccc3)cc2)CC1	4.6%	?	-2.8	8.0%	16.2%	?	-10.3%	1.0%	2.6%
NC(N)=Nc1nc2ccc(Br)cc2c(=O)[nH]1	1.1%	-3.2%	11.9	0.1%	5.1%	1.2%	3.8%	-34.5%	-9.6%
COC(Cc1nnc(SC)n1-c1ccc(Cl)cc1)OC	-2.4%	-17.2%	-7.9	3.0%	12.1%	1.3%	4.3%	0.9%	4.8%
S=C(NCc1ccccc1)Nc1cccc2ccccc12	-9.0%	0.0%	-0.2	?	-20.6%	?	-11.5%	-22.7%	-11.8%
Cc1cc(C)c2c(=O)[nH]c(SCC(=O)c3ccc(C)c(C)c3)nc2n1	0.9%	-18.1%	7.9	-10.5%	11.2%	-11.5%	1.7%	-4.6%	-10.5%
CCCn1c(C(C)C)n[nH]c1=S	13.5%	7.7%	6.2	-7.9%	0.0%	1.6%	18.3%	2.3%	-3.8%
Cc1cccc(CS(=O)(=O)Cc2ccc(C(=O)NCc3ccco3)o2)c1	11.7%	?	9.0	-7.5%	7.6%	3.4%	0.0%	8.7%	-0.3%
Cc1ccc(OC(=O)CCS(=O)(=O)c2ccc(C)cc2)cc1	-13.6%	-5.0%	0.0	-2.3%	-10.1%	0.7%	5.1%	-6.5%	-29.5%
COc1ccc(OC)c(NC(=O)c2sc3nc(C)cc(C)c3c2N)c1	?	?	-9.3	9.2µM*	3.9%	11.6µM*	-3.3%	-22.4%	5.3%
Cc1nnc(NC2(C(F)(F)F)C(=O)Nc3c2c(=O)n(C)c(=O)n3C)s1 (stereo not drawn)	14.3%	0.0%	6.3	0.5%	5.6%	-1.6%	2.4%	-6.9%	-29.8%
CCOc1ccc(CC(=O)Nc2ccc(-c3ccc4nnc(C)n4n3)cc2)cc1	-22.7%	-7.3%	-24.5	-0.2%	-13.5%	?	-1.8%	24.9%	3.2%[11.6 µM]
CC(=O)Nc1c(C)ccc2nsnc12	-0.9%	4.0%	14.5	0.1%	1.0%	-2.8%	0.7%	6.3%	0.9%
CC(=O)C1=C(O)C(=O)N(CCCn2ccnc2)C1c1ccc(C)cc1 (stereo not drawn)	0.0%	13.3%	17.2	-16.2%	0.7%	0.6%	16.0%	-2.8%	1.0%
O=C(COC(=O)CCC(=O)c1cccs1)NC1CCCCC1	-1.6%	3.7%	0.0	-5.7%	-6.6%	-4.4%	-7.5%	-10.9%	11.2%
CCN(Cc1ccccc1)C(=O)COc1cc(=O)n(CC)c2ccccc12	1.1%	?	-4.9	-4.0%	2.6%	4.8%	-6.2%	33.5%[activator]	6.0%
CCOc1cc(/C=C2/C(=O)ON=C2C)ccc1OCc1ccccc1	1.0%	1.9%	-20.2	?	11.1%	?	3.9%	-36.9%	?
Cc1cc(CNC[C@H]2O[C@@H](n3ccc(=O)[nH]c3=O)[C@H](O)[C@@H]2O)no1	24.1%	4.1%	2.2	/	20.0%	/	0.0%	15.0%	-6.8%
CC(=O)c1cc(-c2ccccc2)n(CC(=O)N2CCN(C3CCCC3)CC2)c1C	-2.0%	-7.8%	-14.8	-0.6%	5.3%	-0.5%	-2.3%	-0.6%	7.1%
O=S(=O)(Nc1cccc(S(=O)(=O)N2CCCCCC2)c1)c1ccc(F)cc1F	-2.1%	?	25.7	-1.0%	-7.7%	1.4%	?	13.5%	-6.2%
C#CCOCC1CN(c2ccccc2)C(=O)O1 (stereo not drawn)	-0.5%	21.1%	-5.3	/	4.2%	/	?	/	7.6%
CC(C)Cc1nnc(NC(=O)CCC(=O)NC2CCCCCC2)s1	1.0%	0.0%	52.0	-4.0%	-0.8%	-4.6%	5.5%	-0.9%	3.9%
CN(C)c1ccccc1-c1cc(NC=O)c2ncc(-c3cccc(C(F)(F)F)c3)n2c1	29.1µM*	?	-73.7*	/	?	/	?	?	6.2%

Individual results from the entries so far.
CC(=O)C1=C(O)C(=O)N(CCCn2ccnc2)C1c1ccc(C)cc1 (stereo not drawn) in ATXN2 expr inh: -2.8%
CCCn1c(C(C)C)n[nH]c1=S in MCF10A rerep: 1.6%

The list goes on.
SMILES	HT1080 IDH1KD tx	KB-V1 MDR tox	IL1B secr inh	SW480 rerep	HT1080-NT tox	MCF10A rerep	KB-3-1 tox	ATXN2 expr inh	WRN helicase inh
CCOC(=O)c1sc(NC(=S)NC(=O)c2cccc(OC)c2)nc1C	16.4%	7.6%	18.5	-2.0%	20.1%	-0.4%	-2.1%	-0.3%	12.7%
CCOC(=O)Cn1c(C)nc2c(C(=O)OCC)sc(C)c2c1=O	-1.9%[9.24 µM]	?	8.7	-8.0%	-1.3%	3.6%	12.3%	-3.4%	3.7%
CCOC(=O)C[C@H]1c2cc(F)ccc2S(=O)(=O)N1c1cccc(OC)c1	-7.4%	?	54.3	5.5%[9.22 µM]	-1.1%	4.7%	0.5%&-14.1%	-3.0%	-8.8%
O=c1[nH]cnc2c1N1CCC2CC1	17.0%	?	24.7	-0.4%	14.5%	2.8%	-12.6%	-11.2%	3.6%
COc1ccccc1CNC(=O)COC(=O)Cc1ccc(F)cc1	1.7%	-53.0%	18.8	?	-1.4%	-9.5%	-5.0%	-16.5%	4.0%
Cc1cc(C)nc(NNC(=O)NC2CCCCC2)n1	5.6%	5.7%	35.1	-0.4%	5.2%	5.2%	0.6%	3.7%	-0.4%
CC1CN(C(=S)SCCN2Cc3ccccc3C2=O)CC(C)O1 (stereo not drawn)	-4.0%	0.0%	-2.4	6.5%	26.4%	10.9%	-1.7%	8.9%	-9.3%
CCN(CC)c1ccc(N=Nc2ncn[nH]2)cc1	-0.1%	-17.7%	14.1	25.6%	-10.5%	2.6%	?	-11.0%	-3.3%
CC1(C)Oc2ccc3ccc(=O)oc3c2-c2cn[nH]c21	-11.5%	0.0%	-20.1	2.7%	-10.1%	?	0.0%	79.2%[activator]	-21.2%
COc1ccc(Cc2cnc(N)nc2N)cc1OC	/	?	/	0.6%	/	0.5%	-38.9%	8.2%	/
COCCSc1nnc(NC(=O)C2CC(=O)N(CCc3ccc(F)cc3)C2)s1 (stereo not drawn)	3.8%	6.8%	28.0	5.7%	12.7%	-17.3%	-0.2%	2.4%	-6.5%[57.1 µM]
CO/N=C(\c1nonc1N)N1CCN(c2ccc([N+](=O)[O-])cc2Cl)CC1	-10.2%	?	-12.8	2.8%	-4.8%	-0.2%	?	-29.8%	-2.0%
CSc1ncccc1C(=O)OCC(=O)c1cc(C)n(CC2CCCO2)c1C (stereo not drawn)	0.5%	-13.9%	21.0	0.6%	-3.2%	10.1%	-2.5%	46.7%[activator]	-2.8%
CCOC(=O)C1=C(C)NC(C)=C(C(=O)OCC)C1/C=C/c1ccccc1OC	-5.6%	20.6µM*	-21.3	23.1µM*	-7.0%	?	-0.8%	-9.0%	-7.6%
Cc1nc2cccc(C(=O)Oc3ccc([N+](=O)[O-])cc3)c2o1	-0.7%	-1.5%	-9.7	-12.5%	-7.3%	?	-1.8%	-23.5%	45.3%[activator]
CCN1CCN(Cc2coc3ccc(C)cc3c2=O)CC1	-11.5%	-13.5%	-11.6	-7.0%	-5.4%	?	0.0%	0.0%	3.3%
Cc1ccc(N(C(=O)CNC(=O)c2cccs2)C(C(=O)NC2CCCC2)c2ccncc2)cc1 (stereo not drawn)	0.0%	-3.7%	6.8	10.8%	-9.5%	-4.7%	8.5%	1.5%	-0.6%
CCc1nnc(NC(=O)Cc2ccc(OC)c(OC)c2)s1	0.9%	-2.7%	5.6	-12.4%	2.8%	0.2%	0.3%	-11.1%	-6.0%
CCOc1ccc(NC(=O)CN(C)C(=O)C2CCN(C(=O)c3ccc(Cl)cc3)CC2)cc1OCC	-5.6%	-5.5%	-51.0*	-20.7%	-0.3%	1.5%	-4.1%	-1.6%	6.9%
COc1cccc(COCC(O)CN2CCC(C(N)=O)CC2)c1 (stereo not drawn)	25.7%	-2.3%	30.0	-1.0%	-2.4%	-1.1%	11.3%	-10.9%	-5.0%
COc1ccccc1N1C(=O)CSC1=NC(=O)c1ccccc1	0.7%	3.6%	3.4	-7.3%	1.2%	2.3%	0.5%	/	-5.7%
CC(C)(C)OC(=O)N[C@@H](COCc1ccccc1)C(=O)N[C@@H](CO)[C@H](O)[C@@H]1C[C@@H]1C(=O)N1CCCC1	11.3%	0.0%	21.0	8.9%	17.7%	-3.2%	-6.3%	-1.9%	4.6%
CCOC(=O)c1sc(NC(=O)c2sccc2C)cc1C	-14.2%	?	?	2.0%	?	-182.0%[0.0737 µM]	?	90.0%[activator]	-18.7%
COc1ccc(CN2CCN(C(=O)c3ccc(S(=O)(=O)NCc4ccco4)cc3)CC2)cc1	?	?	-1.0	4.2%	-25.5%	?	?	-24.8%	-3.6%
CN(C)C(C(=O)Nc1cc(Cl)cc(Cl)c1)c1ccccc1 (stereo not drawn)	-23.9%	-23.7%	?	2.7%	-17.9%	?	-11.2%	-35.1%	-1.0%

Source: PubChem BioAssay (National Center for Advancing Translational Sciences (NCATS))
